# Screens as filed in PubChem.
# bIAP act – bovine intestinal alkaline phosphatase activators, primary screen, biochemical, bovine IAP, CDP-star luminescence; alkaline phosphatase, intestinal [Bos taurus]; 200,000 tested, 0.17% active; purified bovine IAP, 30 min; active compounds read high; fold of DMSO-control signal, blank-subtracted; activation factor at 20 µM; AID 1016, 2008;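 active = activation factor of 2 or more at 20 µM, a signal rise over negative controls twice the positive control's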
# PPARg SRC3 recr – PPARgamma agonists recruiting SRC-3 coactivator, primary screen, biochemical; Peroxisome proliferator-activated receptor gamma (Homo sapiens), P37231; biochemical PPARgamma/SRC-3 coactivator recruitment assay; activation, % at 8 µM; 200,000 tested, 0.26% active; AID 731, 2007; in the data active = activation above about 23%;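 note: 0% = DMSO and 100% = reference agonist; some compounds past the cut are filed as inactive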
# Target sequence (P37231 whole entry, looked up): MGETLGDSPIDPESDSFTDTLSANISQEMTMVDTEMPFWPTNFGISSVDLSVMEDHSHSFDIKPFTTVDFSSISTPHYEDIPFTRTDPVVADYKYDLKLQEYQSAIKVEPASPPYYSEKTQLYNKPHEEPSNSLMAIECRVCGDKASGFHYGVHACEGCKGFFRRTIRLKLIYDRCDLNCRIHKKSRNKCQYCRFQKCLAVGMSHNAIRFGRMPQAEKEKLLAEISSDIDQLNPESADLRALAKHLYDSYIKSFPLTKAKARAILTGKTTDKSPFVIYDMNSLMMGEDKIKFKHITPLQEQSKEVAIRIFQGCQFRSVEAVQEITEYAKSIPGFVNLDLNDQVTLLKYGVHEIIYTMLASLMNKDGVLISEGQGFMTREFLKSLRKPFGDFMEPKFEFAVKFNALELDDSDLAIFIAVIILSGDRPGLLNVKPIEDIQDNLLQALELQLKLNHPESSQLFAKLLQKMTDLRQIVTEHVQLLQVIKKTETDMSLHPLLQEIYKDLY
# SRC2 TRFRET art – TR-FRET signal artefacts, primary screen, artefact control for PPARgamma SRC-2 agonist project, biochemical; TR-FRET artefact counter-screen; active compounds read high; TR-FRET ratio at 8 µM; 200,000 tested, 0.4% active; in the data active = TR-FRET ratio above about 2000; note: inactives centre near 1500
# ROMK primary – ROMK potassium channel modulators, primary screen, cell-based, thallium flux, MLSMR library; Tet-inducible ROMK, thallium flux fluorescence; actives lie on both sides; B-score at 10 µM; 130,000 tested, 2% active; AID 1918, 2009;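 active = signal ratio slope over the read window, or its plate-corrected B-score, at least 3 SD from the plate mean, either direction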;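 note: B-score of the F/F0 ratio slope over 7 to 12 s after thallium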
# PPARg SRC-2 ag – agonists of PPARg-SRC-2 recruitment, primary screen, biochemical, HTS. Peroxisome proliferator-activated receptor gamma (Homo sapiens), P37231. PPARgamma LBD-SRC-2 recruitment. activation, % at 8 µM. 200,000 tested, 0.34% active; in the data active = activation above about 22%;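 note: 0% = vehicle and 100% = reference agonist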
# STAT3 blocker – IL-6 driven STAT3 reporter inhibitors, primary screen, U3A cells, luciferase, luminescence, MLSCN library | IL-6 STAT3-luciferase reporter; host cell line lacks STAT1 | inhibition, % at 5.5 µM | 190,000 tested, 0.89% active | AID 862, 2007;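 active = inhibition above the mean inhibition across all screened compounds plus 3 SD, cut at about 44% in these data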;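 note: 0% = DMSO only wells and 100% = 100 µM nifuroxazide control wells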
# PPARg SRC-1 ag – PPARgamma agonists recruiting SRC-1 coactivator, primary screen, biochemical; 200,000 tested, 0.41% active; activation, % at 8 µM; Peroxisome proliferator-activated receptor gamma (Homo sapiens), P37231; PPARgamma-SRC-1 coactivator recruitment biochemical assay; in the data active = activation above about 19%;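 note: 0% = DMSO and 100% = reference agonist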
# STAT3 activator – IL-6 driven STAT3 reporter potentiators, primary screen, U3A cells, luciferase, luminescence, MLSCN library; activation (% of control), % at 5.6 µM; IL-6 STAT3-luciferase reporter; 100% = signal with IL-6 EC80 alone; 190,000 tested, 0.91% active;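 active = activation above the screen-wide mean of compound activation plus 3 SD, cut at about 130% in these data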;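 note: 0% = background luminescence of wells with medium and substrate only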
#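 Material: STAT3-luciferase reporter U3A cells. Controls: IL-6-treated wells, 100% activation. Read-out: % activation versus median of IL-6-stimulated wells. Probe or stimulus: IL-6 stimulus at 33 ng/mL final. Timing: compound 1 h, then IL-6 6 h at 37 °C. Signal: reporter luminescence signal.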
# bIAP inh – bovine intestinal alkaline phosphatase inhibitors, primary screen, selectivity assay for TNAP inhibitor project, biochemical, bovine IAP, CDP-star luminescence | AID 1019, 2008 | purified bovine IAP, 30 min | inhibition, % at 20 µM | 190,000 tested, under 10 active;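 active = over 50% inhibition of intestinal alkaline phosphatase at 20 µM in the single-dose screen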
#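 Incubation: 30 min reaction at room temperature / Material: purified bovine intestinal alkaline phosphatase (IAP) enzyme / Input: enzyme at 1/65,000,000 dilution / Dosing: 20 µM single dose / Signal: CDP-star luminescence signal / Reagent: CDP-star chemiluminescent phosphatase substrate, 30 µM final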
# TNAP act hi DEA – TNAP activators at high phosphate acceptor level, primary screen, biochemical, luminescence, uHTS; Alkaline phosphatase, tissue-nonspecific isozyme (Homo sapiens), P05186; purified TNAP, CDP-star luminescence, 1 M DEA, 30 min; active compounds read high; 0 = EDTA background, 1 = DMSO-only activity; activation factor at 20 µM; 200,000 tested, under 10 active; AID 1136, 2008;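 active = activation factor at least 2 at 20 µM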
# Target sequence (P05186 whole entry, looked up): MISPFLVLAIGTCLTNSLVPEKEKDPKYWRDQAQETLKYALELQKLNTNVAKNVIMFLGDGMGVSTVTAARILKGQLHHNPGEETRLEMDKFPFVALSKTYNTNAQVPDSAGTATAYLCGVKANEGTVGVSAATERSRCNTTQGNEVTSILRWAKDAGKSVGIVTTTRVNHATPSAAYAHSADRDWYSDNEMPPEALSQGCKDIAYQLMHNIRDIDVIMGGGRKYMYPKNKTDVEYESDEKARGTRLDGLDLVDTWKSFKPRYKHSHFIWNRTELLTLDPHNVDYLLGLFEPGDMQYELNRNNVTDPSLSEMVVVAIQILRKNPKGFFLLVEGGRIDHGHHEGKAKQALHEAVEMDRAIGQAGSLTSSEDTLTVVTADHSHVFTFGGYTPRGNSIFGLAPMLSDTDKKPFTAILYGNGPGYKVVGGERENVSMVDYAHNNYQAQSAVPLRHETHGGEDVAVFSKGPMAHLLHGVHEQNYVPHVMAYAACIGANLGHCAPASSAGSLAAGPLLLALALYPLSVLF
#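 Measured by: Luminescent substrate turnover signal | Test system: Human TNAP | Input: TNAP 1/800 final | Dosing: 20 µM single point | Schedule: 30 min, room temperature | Controls: EDTA wells as negative control, DMSO wells as positive control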
# STAT1 blocker – STAT1 signaling inhibitors, primary screen, cell-based, HTS, luciferase reporter | NIH 3T3 STAT1-luciferase reporter, IFN-gamma, luminescence | inhibition, % at 5.5 µM | 200,000 tested, 0.35% active | AID 920, 2007;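 active = inhibition above a set limit, the mean inhibition across all tested compounds plus 3 SD, cut at about 34% in these data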;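 note: 0% = IFN-gamma with DMSO and 100% = IFN-gamma with 300 µM nifuroxazide; values of inactives mirror those of a sister screen read the other way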
# The depositor's hits bear a star; · = no result given.
SMILES,bIAP act,PPARg SRC3 recr,SRC2 TRFRET art,ROMK primary,PPARg SRC-2 ag,STAT3 blocker,PPARg SRC-1 ag,STAT3 activator,bIAP inh,TNAP act hi DEA,STAT1 blocker
CC(C)N(c1ccccc1)c1ccc(NC(=O)C2CCCO2)cc1 (stereo unspecified),1,-5.0,1534,·,5.3,2.5,1.9,103.4,-0.5,1,-1.2
Cc1cc(NC(=O)COC(=O)c2cccc(O)c2)no1,1.1,-4.3,1463,-1.02,-3.0,-0.8,-3.8,105.3,-8.2,1,0.4
CN(CC(=O)Nc1ccc(F)c(F)c1)S(=O)(=O)c1cccc2nsnc12,0.9,6.6,1537,-1.7,10.3,12.3,4.3,91.4,8.1,1,5.6
O=C(/C=C/c1ccccc1[N+](=O)[O-])N1CCN(C(=O)c2ccco2)CC1,1.1,0.9,1662,0.443,1.6,-3.5,-4.9,109.1,-10.7,1,-4.2
O=C(NCc1ccco1)c1ccc(N2CCCC2=O)cc1,1,-2.1,1600,-0.291,1.3,5.8,-2.7,97.6,3.3,1,-0.9
CCCn1c(NCc2ccccc2NS(=O)(=O)c2ccc(C)cc2)nc2ccccc21,0.9,-2.0,1612,0.541,-3.4,-6.8,-0.9,103.4,14.4,1,-0.9
O=C(CCl)c1ccc(Cc2ncc(C(F)(F)F)cc2Cl)s1,0.9,4.8,1603,·,4.3,0.7,0.4,99.7,10.0,1,7.0
COc1ccc(-c2nc(SCC(=O)Nc3cc(C)on3)n[nH]2)cc1,1.1,-5.4,1454,-0.44,11.0,-1.4,-3.7,99.9,-10.0,1,0.6
CCN=C1SC(C(=O)Nc2cccc(Cl)c2)CC(=O)N1CC (stereo unspecified),1,1.2,1536,-1.16,-0.4,12.8,-4.8,91.2,-1.1,1,2.2
C=CCn1c(SCc2nc3ccccc3[nH]2)nnc1-c1ccc(OC)cc1,1.4,5.9,1445,·,-5.1,6.4,-1.4,97.7,-41.5,1,24.5
CCOC(=O)N1CCN(C(=O)CN(C2CCCCC2)S(C)(=O)=O)CC1,1,-6.1,1528,·,8.0,-0.7,-3.0,104.1,3.1,1,-1.1
O=C(COC(=O)c1c2c(nc3ccccc13)CCCCC2)NCc1ccc2c(c1)OCO2,1,2.8,1586,0.0919,8.0,-2.3,6.1,102.1,2.1,1,7.1
CC(C)OCC(O)CS(=O)(=O)Cc1ccccc1 (stereo unspecified),1,5.9,1396,1.16,8.3,2.0,-1.3,103.3,-4.6,1,-1.0
CC(=O)c1c(C)oc2ccc(O)c(CN3CCOCC3)c12,1,-2.6,1266,-0.0063,-4.0,-4.0,-2.4,100.7,-3.0,1.1,0.9
O=C(CCn1nnc(-c2cccs2)n1)NCc1ccccc1Cl,0.9,5.2,1677,·,13.7,8.3,3.3,98.1,9.9,1,2.9
C=CCn1c(SCC(=O)/C(C#N)=C(\C)N)nc2sc(CC)cc2c1=O,0.9,-3.5,1470,·,8.0,10.8,0.9,95.3,11.9,1,8.0
COc1nc(-c2ccccc2)ccc1-c1noc(COc2ccccc2)n1,0.9,-11.4,1591,-0.00432,4.7,2.6,2.7,100.4,5.5,1,-3.5
Nc1nc(CN2CCN(c3ccccc3)CC2)nc(N2CCCc3ccccc32)n1,1.1,0.0,1397,·,-5.4,2.3,-7.8,102.5,-8.5,1,1.1
S=C(NNc1ccnc2cc(Cl)ccc12)Nc1ccccc1Cl,1,-2.7,1670,-0.0418,1.2,2.3,0.6,96.0,2.4,0.9,7.9
CC(=O)c1c(C)[nH]c(C(=O)CSc2nc3ccccc3n2C)c1C,0.9,-1.8,1442,·,-3.4,50.3*,-0.8,62.2,5.7,1,12.5

# Some of the entries above, reformatted.
# Results follow in this order: bIAP act	PPARg SRC3 recr	SRC2 TRFRET art	ROMK primary	PPARg SRC-2 ag	STAT3 blocker	PPARg SRC-1 ag	STAT3 activator	bIAP inh	TNAP act hi DEA	STAT1 blocker
C=CCn1c(SCC(=O)/C(C#N)=C(\C)N)nc2sc(CC)cc2c1=O
  0.9	-3.5	1470	·	8.0	10.8	0.9	95.3	11.9	1	8.0
COc1nc(-c2ccccc2)ccc1-c1noc(COc2ccccc2)n1
  0.9	-11.4	1591	-0.00432	4.7	2.6	2.7	100.4	5.5	1	-3.5
Nc1nc(CN2CCN(c3ccccc3)CC2)nc(N2CCCc3ccccc32)n1
  1.1	0.0	1397	·	-5.4	2.3	-7.8	102.5	-8.5	1	1.1

# (listing goes on)
SMILES,bIAP act,PPARg SRC3 recr,SRC2 TRFRET art,ROMK primary,PPARg SRC-2 ag,STAT3 blocker,PPARg SRC-1 ag,STAT3 activator,bIAP inh,TNAP act hi DEA,STAT1 blocker
CCN(CC)CCCn1c(C)cc2c(c1=O)C(c1ccccc1)C(C#N)=C(N)O2 (stereo unspecified),0.9,5.5,1439,-0.00522,-3.4,15.9,3.0,92.7,11.4,1,1.3
COc1cccc(NC(=O)CSc2nnc(-c3cccc(OC(C)C)c3)n2N)c1,0.9,7.1,1552,-0.59,4.5,-0.5,5.7,103.0,13.1,1.1,-5.5
CCCCC(=O)Nc1ccc(C(=O)NCCc2ccccc2)cc1,0.7,1.8,1564,-0.0284,-8.9,-0.4,1.4,103.7,31.4,1,-8.6
O=C(CO/N=C/c1ccccc1)Nc1c(F)c(F)c(F)c(F)c1F,0.9,2.3,1561,-0.361,6.4,-2.0,3.9,106.1,7.5,1.1,7.4
CN1CCN(c2ccccc2NS(=O)(=O)c2ccc3c(c2)CCN3C(=O)C2CCC2)CC1,·,-13.6,1385,·,-6.7,2.0,0.5,103.5,·,·,3.4
Cc1ccc(CNC(=O)CN2C(=O)C3(OCCCO3)c3ccccc32)cc1,1,3.1,1527,·,5.2,15.5,2.2,95.0,1.3,1,7.5
O=C(c1cc2ccccc2oc1=O)N(Cc1ccccc1)CC1CCCO1 (stereo unspecified),0.9,7.3,1628,·,1.0,1.8,-0.5,101.6,13.8,1,-2.6
Cn1cc2cc(NC(N)=S)ccc2n1,1,0.1,1461,-1.2,-3.0,7.0,-4.3,104.6,-3.8,1,3.5
CCOC(=O)CN1C(=O)C(O)(c2c(C)[nH]c3ccccc23)c2ccccc21 (stereo unspecified),1,3.3,1535,·,3.1,-75.4,-7.4,166.8*,-0.7,1,9.3
CC1(C)CC(=O)c2cc(C(=O)O)c(=O)n(-c3ccccc3)c2C1,0.9,5.9,1568,0.79,5.8,14.1,4.7,94.0,8.4,1,-0.1
COc1ccccc1/C=N/NC(=O)c1ccc(-c2ccccc2)cc1,1,4.4,1583,·,7.1,6.1,3.9,94.3,-0.6,1,9.5
O=C(CNC(=S)N(CCCN1CCOCC1)Cc1cccs1)NCCCN1CCOCC1,1.1,4.3,1487,0.471,1.3,3.9,4.1,97.0,-9.8,1,1.1
Cc1ccc(C(=O)N/N=C\C=C\c2ccccc2[N+](=O)[O-])cn1,1.1,3.9,1547,-0.419,2.0,12.4,4.7,91.2,-14.0,1,8.5
CCC(=O)NC(c1cccs1)c1cc(Cl)c2cccnc2c1O (stereo unspecified),1.1,0.2,1697,0.0296,5.2,-6.8,11.1,111.3,-9.1,1,-5.8
CC1CN(Cc2csc(-c3ccc(Cl)cc3)n2)CC(C)O1 (stereo unspecified),1.2,3.6,1456,-0.283,-9.1,1.1,-2.1,103.3,-19.0,1,-16.4
CC(NC(=O)C(=O)NN=C1CCC(C(C)(C)C)CC1)c1ccccc1 (stereo unspecified),1.4,4.4,1611,0.469,9.4,-3.8,3.9,101.8,-37.0,1,3.8
Cc1cc(C)c2nc(N3CCCC(C(=O)NCCCN4CCOCC4)C3)sc2c1 (stereo unspecified),1,2.6,1517,-1.65,7.0,3.4,-2.9,100.9,1.2,1.1,-0.9
CCC(C)NC(=O)CCC(=O)Nc1ccc2nc(N3CC(C)CC(C)C3)cc(C)c2c1 (stereo unspecified),1.3,0.4,1664,0.472,8.1,4.6,-0.4,103.7,-25.3,1,-5.5
Cc1ccccc1N/C(SCc1ccc(Cl)cc1)=C(/C#N)C(=O)NCc1ccco1,0.6,2.5,1447,·,4.3,-10.2,1.8,112.5,35.3,1,1.2
Cc1ccc(C)c(Nc2nc(N)c3ccccc3n2)c1,0.9,2.9,1671,-1.03,6.0,30.0,5.1,78.5,11.6,1,-29.7
O=C(CCCC(=O)N(CC(=O)NC1CCCC1)Cc1ccccc1Cl)Nc1ccccn1,1.3,-9.3,1334,-1.11,-5.1,3.4,1.0,100.7,-26.2,1.1,-4.0
O=C1NC(=O)/C(=C/C(=O)N2CCOCC2)S1,1,0.8,1561,0.172,0.4,2.7,-5.0,99.7,2.1,1,0.4
COc1cc2c(cc1OC)CN(CC(=O)Nc1ccc(S(=O)(=O)N(C)C)cc1)CC2,1,-5.6,1638,0.492,-1.8,-10.4,-5.8,115.2,0.7,1.1,-3.8
COc1ccc(/C(N)=C/C(=O)C(C)(C)C)cc1,0.9,3.2,1478,-1.01,1.1,-9.4,8.0,110.9,11.8,1.1,-15.5
Cn1c(=O)[nH]c(=O)c2c1nc(N1CCN(CCO)CC1)n2CCSc1nc2ccccc2s1,1,-6.7,1694,·,5.2,-15.8,2.7,116.9,-2.9,1.1,18.0
Nc1cc(=O)nc(SCC(=O)NCc2ccccc2)n1CCc1ccccc1,1,-14.2,1533,·,2.5,-7.6,-1.1,108.4,4.5,1.1,0.1
CCOC(=O)N1CCC(N2CC34C=CC(O3)C(C(=O)O)C4C2=O)CC1 (stereo unspecified),0.9,5.8,1512,·,7.2,-6.9,2.3,110.2,5.5,1,-13.1
CCOC(=O)C(NC(=O)NCc1ccccc1OC)(OCC)C(F)(F)F (stereo unspecified),1,-4.0,1602,-0.474,2.2,4.4,0.4,96.5,2.6,0.9,-7.2
COC(=O)c1ccc(NC(=O)C2CCCN(S(C)(=O)=O)C2)cc1 (stereo unspecified),1,1.4,1800,-0.0226,4.5,12.5,4.9,94.9,-1.1,1,-4.8
CC(=O)Nc1cccc2c1C(=O)NC2=O,1,-4.9,1323,·,-7.0,13.5,-2.1,94.9,0.8,1,-2.8
O=c1[nH]c2cc3c(cc2cc1CN(CC1CCCO1)S(=O)(=O)c1ccc(Cl)cc1)OCCO3 (stereo unspecified),0.9,7.8,1587,0.622,8.4,16.3,8.8,92.3,11.6,1,-3.7
